POLK inh = DNA polymerase kappa (human) inhibition | purified Pol kappa, fluorescent DNA synthesis assay, 10 min | Q9UBT6 | Potency, µM (highest dose often 107 µM), without a hit: at the top dose activity, negative = inhibition, most hits filed as inhibitors | 400,000 tested, 0.53% active | AID 588579; also: potency is read from the fitted curve at half-maximal effect; % is scaled to controls: 0 for no effect and ±100 for the full control effect
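Here, compound and 10 nM enzyme are combined for 15 min at room temperature; adding 50 nM substrate (final) starts DNA synthesis, tracked by fluorescence at 0 and 10 min against buffer-only wells.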
ALOX12 inh = ALOX12 (human) lipoxygenase inhibition; P18054; purified 12hLO, xylenol orange hydroperoxide absorbance; Potency, µM (series often up to 108 µM), for the others: top-dose activity change, negative = inhibition, most hits filed as inhibitors; 580,000 tested, 1.1% active; AID 1671190; also: potency is read from the fitted curve at half-maximal effect; % is scaled to controls: 0 for no effect and ±100 for the full control effect
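Hydroperoxide product was detected by ferrous iron/xylenol orange as the 573 to 405 nm absorbance ratio. Arachidonic acid at 40 uM (final) was turned over for 30 min at room temperature by 150 nM human 12hLO, pH 7.0 Hepes buffer, after 15 min compound preincubation.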
APE1 inh = inhibitors of human APE1 endonuclease. P27695. recombinant APE1, TAMRA/BHQ-2 abasic DNA cleavage fluorescence. Potency, µM (highest dose often 65.8 µM), for the others: at the top dose activity change, negative = inhibition, hits mostly inhibitors. 350,000 tested, 0.35% active;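 also: potency is read from the fitted curve at half-maximal effect; plate controls were vehicle for no effect and reference inhibitor for full effect; nearly all actives have a fitted effect of over 55% in size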
Target sequence (P27695 whole entry, looked up): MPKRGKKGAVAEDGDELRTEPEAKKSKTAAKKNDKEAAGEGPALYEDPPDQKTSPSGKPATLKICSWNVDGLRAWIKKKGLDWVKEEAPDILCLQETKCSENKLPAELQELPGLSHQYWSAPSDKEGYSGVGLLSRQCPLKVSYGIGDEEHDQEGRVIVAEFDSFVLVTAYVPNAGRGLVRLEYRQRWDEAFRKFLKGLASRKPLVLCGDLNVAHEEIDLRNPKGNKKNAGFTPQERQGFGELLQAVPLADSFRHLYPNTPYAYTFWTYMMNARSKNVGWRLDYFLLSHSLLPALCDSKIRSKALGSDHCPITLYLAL
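Measures dequenching upon AP-site incision of a 5'-TAMRA/3'-BHQ-2 THF-containing duplex, 50 nM; human APE1 0.75 nM after 15 min room-temperature exposure to compound; kinetic three-point read at one-minute spacing.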
ERG-DNA inh = inhibitors of human ERG Ets domain-DNA interaction. 370,000 tested, 0.028% active. fluorescence polarization, His-ERG Ets domain / labelled DNA. Potency, µM (highest dose often 76.9 µM), without a hit: at the highest dose FP activity, negative = inhibition, most hits filed as inhibitors. P11308; active = well fitted inhibition curve with a large enough effect in the polarisation, with a control signal flat; inconclusive = small, poorly fitted or top-dose-only effect, or effect the other way, or a change in a side signal; inactive = no such curve, though single readings can be large or run the other way; the % refers to the polarisation;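 also: polarization taken with two DNA probes labelled with fluorescein and Texas red; potency is read from the fitted curve at half-maximal effect; % of control where 0% means no effect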
Target sequence (P11308 whole entry, looked up, the tested form may be a part): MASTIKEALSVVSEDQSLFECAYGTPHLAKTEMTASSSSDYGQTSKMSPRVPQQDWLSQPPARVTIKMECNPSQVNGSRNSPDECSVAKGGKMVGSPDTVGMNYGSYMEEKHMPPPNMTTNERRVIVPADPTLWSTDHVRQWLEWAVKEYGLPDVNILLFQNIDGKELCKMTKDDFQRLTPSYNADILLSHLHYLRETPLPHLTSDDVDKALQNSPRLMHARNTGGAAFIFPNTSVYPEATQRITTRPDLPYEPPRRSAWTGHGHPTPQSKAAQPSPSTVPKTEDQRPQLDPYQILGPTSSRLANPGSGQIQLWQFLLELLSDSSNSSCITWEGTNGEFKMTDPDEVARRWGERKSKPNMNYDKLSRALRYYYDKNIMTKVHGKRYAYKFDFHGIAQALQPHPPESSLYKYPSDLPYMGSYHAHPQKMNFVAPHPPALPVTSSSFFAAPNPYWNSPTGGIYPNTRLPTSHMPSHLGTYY
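His-tagged ERG Ets domain (1 uM in the protein solution; 300mM KCl, 50mM Tris-HCl, 1mM EDTA, 1mM DTT, pH 7.5) received compound, then a probe mix of 5 nM fluorescein-DNA and 100nM Texas-615-DNA. Fluorescence polarization was read for both dyes.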
BLM inh = inhibitors of human Bloom syndrome helicase BLM; recombinant BLM DNA unwinding, fluorescence dequenching; Potency, µM (series often up to 56.1 µM), inactives show at the highest dose activity change, negative = inhibition, usual class: inhibitors; 350,000 tested, 0.2% active; AID 2528;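 also: potency is read from the fitted curve at half-maximal effect; plate controls were vehicle for no effect and no enzyme for full effect; nearly all actives have a fitted effect of over 35% in size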
TRHR agonist = agonists of human TRH receptor | AID 493084 | TRHR cells, calcium flux fluo-8, FDSS agonist mode | P34981 | activation, % at 2 µM | 360,000 tested, 0.18% active; in the data active = activation above about 30%; also: 0% is about no effect
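TRHR-expressing cells loaded with fluo-8 calcium dye; 23 nL library compound pin-transferred, kinetic FDSS fluorescence (Ex 480/Em 530) recorded about 180 s for agonist-induced calcium release, before a 10 nM TRH EC20 addition for potentiator mode.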
Pol iota inh = DNA polymerase iota (human) inhibition; Q9UNA4; Pol iota fluorescent replication assay, 10 min; Potency, µM (titrated, usually from 115 µM), inactives show at the top dose activity, negative = inhibition, actives largely listed as inhibitors; 390,000 tested, 1% active; AID 588590; also: potency is read from the fitted curve at half-maximal effect
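Fluorescent replication assay read twice, at 0 min and 10 min after adding 50 nM (final) substrate. Enzyme (10 nM) and compounds were first incubated 15 min at room temperature; enzyme-free buffer wells were negative controls.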
Pol beta inh = blocks human DNA polymerase beta activity | P06746 | Pol beta primer extension/strand displacement, fluorescence kinetic | Potency, µM (highest dose often 114 µM), without a hit: top-dose activity change, negative = inhibition, actives largely listed as inhibitors | 340,000 tested, 1.3% active | AID 485314; also: potency is read from the fitted curve at half-maximal effect; % is scaled to controls: 0 for no effect and ±100 for the full control effect
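Curves were derived by four-parameter Hill fits of normalized qHTS data. The kinetic fluorescent primer-extension read was taken at 0 and 10 min after 50 nM substrate, following a 15 min room-temperature preincubation of 10 nM enzyme with compounds.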
Apoferritin bind = candidate novel general anesthetic via apoferritin binding. apoferritin/1-aminoanthracene competitive binding, fluorescence. Potency, µM (doses to about 77.5 µM), for the others: top-dose activity change, negative = displacement, hits mostly inhibitors. 350,000 tested, 0.074% active. AID 485281; also: potency is read from the fitted curve at half-maximal effect; % is scaled to controls: 0 for no effect and ±100 for the full control effect; nearly all actives have a fitted effect of over 20% in size
Target sequence (P02791 2-175 limits assumed): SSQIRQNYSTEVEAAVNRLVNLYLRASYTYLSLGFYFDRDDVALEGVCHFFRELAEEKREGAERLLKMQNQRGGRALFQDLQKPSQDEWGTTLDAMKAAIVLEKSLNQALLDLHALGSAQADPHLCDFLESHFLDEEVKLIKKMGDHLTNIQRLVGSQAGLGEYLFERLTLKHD
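Horse-spleen apoferritin (10 uM) was mixed with 50% saturated 1-aminoanthracene in PBS, exposed to compounds for 10 min at room temperature, and read for fluorescence (ex 380 nm, em 535 nm). Competitive displacement was fitted with a four-parameter Hill equation.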
* hit, by the source's call; & = joins results of further samples; [ ] = remark or other dose. Unless noted, calls follow the shape of the dose curve; as a rule, active = well fitted curve in the direction sought with a large enough effect; inconclusive = small, poorly fitted or top-dose-only effect, or another doubt; inactive = no such curve, though single readings can be large; an effect the other way counts as inactive or inconclusive.

Sample of the layout, 3 compounds:
How did O=C(Nc1c(F)cc(F)cc1Br)c1cc(-c2ccco2)on1 do in these assays?
POLK inh: -8%; ALOX12 inh: inconclusive; APE1 inh: -5%; ERG-DNA inh: -2%; BLM inh: -4%; TRHR agonist: 1.5; Pol iota inh: 1%; Pol beta inh: 4%; Apoferritin bind: -11%

Results for COc1cccc(-c2c(C(=O)N/N=C/c3cccnc3)nnn2-c2nonc2N)c1 ?
POLK inh: -3%; ALOX12 inh: 7%; APE1 inh: 26%; ERG-DNA inh: 15%; BLM inh: 0%; TRHR agonist: -0.7; Pol iota inh: 23%; Pol beta inh: 1%; Apoferritin bind: -6%

What do the screens show for `COc1ccc(S(=O)(=O)N2Cc3ccccc3CC2C(=O)N2CCOCC2)cc1OC` (stereo not drawn)?
POLK inh: -3%; ALOX12 inh: 0%; APE1 inh: -2%; ERG-DNA inh: 4%; BLM inh: 0%; TRHR agonist: 0.5; Pol iota inh: 20%; Pol beta inh: -2%; Apoferritin bind: 6%

The whole of this part, previewed entries included:
How did O=C(Nc1c(F)cc(F)cc1Br)c1cc(-c2ccco2)on1 do in these assays?
POLK inh: -8%; ALOX12 inh: inconclusive; APE1 inh: -5%; ERG-DNA inh: -2%; BLM inh: -4%; TRHR agonist: 1.5; Pol iota inh: 1%; Pol beta inh: 4%; Apoferritin bind: -11%

Results for COc1cccc(-c2c(C(=O)N/N=C/c3cccnc3)nnn2-c2nonc2N)c1 ?
POLK inh: -3%; ALOX12 inh: 7%; APE1 inh: 26%; ERG-DNA inh: 15%; BLM inh: 0%; TRHR agonist: -0.7; Pol iota inh: 23%; Pol beta inh: 1%; Apoferritin bind: -6%

What do the screens show for `COc1ccc(S(=O)(=O)N2Cc3ccccc3CC2C(=O)N2CCOCC2)cc1OC` (stereo not drawn)?
POLK inh: -3%; ALOX12 inh: 0%; APE1 inh: -2%; ERG-DNA inh: 4%; BLM inh: 0%; TRHR agonist: 0.5; Pol iota inh: 20%; Pol beta inh: -2%; Apoferritin bind: 6%

What do the screens show for `COc1cccc(NC(=S)N(C)C2CCN(C)CC2)c1`?
POLK inh: 7%; ALOX12 inh: -9%; APE1 inh: -10%; ERG-DNA inh: 2%; BLM inh: -1%; TRHR agonist: 0.7; Pol iota inh: 29%; Pol beta inh: 8%; Apoferritin bind: 0%

How did CC(=O)N1C(=O)N(C(C)=O)C2C1N(C(C)=O)C(=O)N2C(C)=O (stereo not drawn) do in these assays?
POLK inh: 0%; ALOX12 inh: 0%; APE1 inh: 0%; ERG-DNA inh: 6%; BLM inh: 0%; TRHR agonist: 0.6; Pol iota inh: 23%; Pol beta inh: 30%; Apoferritin bind: -13%

Results for CCCc1cc(C(=O)Nc2c(C)nn(Cc3c(Cl)cccc3Cl)c2C)no1 ?
POLK inh: 8%; ALOX12 inh: -14%; ERG-DNA inh: -2%; BLM inh: -3%; TRHR agonist: -1.6; Pol iota inh: 31%; Pol beta inh: 13%; Apoferritin bind: -13%

What do the screens show for `N[C@@H](C(=O)O)[C@H](CC(=O)O)c1ccc(Cl)cc1`?
POLK inh: -4%[19.4 µM]; ALOX12 inh: inconclusive; APE1 inh: -9%; BLM inh: -1%

How did COc1ccc(C(=O)c2coc3ccc(O)cc23)cc1 do in these assays?
POLK inh: -2%; ALOX12 inh: -2%&9%; APE1 inh: -3%&14%; ERG-DNA inh: -1%; BLM inh: 4%&0%; TRHR agonist: 0.4; Pol iota inh: inconclusive; Pol beta inh: -4%; Apoferritin bind: -3%

How did COC(=O)C1=C(C)N(C)C(=O)NC1c1cc2c(cc1Br)OCO2 (stereo not drawn) do in these assays?
POLK inh: 6%; ALOX12 inh: inconclusive; APE1 inh: -7%; ERG-DNA inh: 20%; BLM inh: 1%; TRHR agonist: 0.0; Pol iota inh: -17%; Pol beta inh: 5%; Apoferritin bind: -19%

What do the screens show for `CC(C)(C)NC(=O)c1ccccc1NC(=O)C1CCCO1` (stereo not drawn)?
POLK inh: 2%; ALOX12 inh: -17%; APE1 inh: inconclusive; ERG-DNA inh: -1%; BLM inh: 0%; TRHR agonist: -0.6; Pol iota inh: -27%; Pol beta inh: 0%; Apoferritin bind: -4%

Results for FC(F)(F)c1ccccc1/C=N/n1c(C2CCCCC2)n[nH]c1=S ?
POLK inh: 4%; ALOX12 inh: inconclusive; APE1 inh: 6%; ERG-DNA inh: 2%; BLM inh: -12%; TRHR agonist: -1.5; Pol iota inh: -11%; Pol beta inh: -17%; Apoferritin bind: -20%

What do the screens show for `C=CCNS(=O)(=O)c1ccc(OCC(=O)OC)cc1`?
POLK inh: -8%; ALOX12 inh: -21%; APE1 inh: 3%; BLM inh: 1%; TRHR agonist: 0.0; Pol iota inh: -16%; Pol beta inh: -20%; Apoferritin bind: -2%

What do the screens show for `CCOc1ccc(CCNC(=O)COC(=O)/C=C/c2ccc(OC)c(OC)c2)cc1OCC`?
POLK inh: 4%; ALOX12 inh: 20%; APE1 inh: -2%; ERG-DNA inh: 10%; BLM inh: -3%; TRHR agonist: 1.4; Pol iota inh: 32%; Pol beta inh: -2%; Apoferritin bind: -14%

How did Cc1cc(C)cc(N2C(=O)CSC23C(=O)N(CC(=O)NC2CCCCC2)c2ccccc23)c1 (stereo not drawn) do in these assays?
POLK inh: -7%; ALOX12 inh: -24%; ERG-DNA inh: 4%; BLM inh: -2%; TRHR agonist: -1.5; Pol iota inh: 4%; Pol beta inh: -5%; Apoferritin bind: 45%[activator]

Results for Cc1ccc(S(=O)(=O)Nc2c3ccccc3nc(=O)n2-c2ccccc2)cc1 ?
POLK inh: -15%; ALOX12 inh: 2%; APE1 inh: 2%; ERG-DNA inh: -1%; BLM inh: -5%; TRHR agonist: -0.1; Pol iota inh: 8%; Pol beta inh: 0%; Apoferritin bind: -8%

What do the screens show for `COc1ccc(N2CCN(C(=O)CCCn3c(=O)[nH]c4ccsc4c3=O)CC2)cc1`?
POLK inh: 3%; ALOX12 inh: 10%[57.4 µM]; APE1 inh: -5%; ERG-DNA inh: -5%; BLM inh: -6%; TRHR agonist: -0.6; Pol iota inh: 35%[activator]; Pol beta inh: 12%; Apoferritin bind: 5%

What do the screens show for `CCOC(=O)C1CCCN(C(=O)c2ccc(Cn3c(=S)[nH]c4cc(C(=O)OC)ccc4c3=O)cc2)C1` (stereo not drawn)?
POLK inh: -10%; ALOX12 inh: -7%; APE1 inh: -8%; ERG-DNA inh: -17%; BLM inh: -3%; TRHR agonist: -0.4; Pol iota inh: 128%[activator]; Pol beta inh: 16%; Apoferritin bind: -12%

What do the screens show for `O=C(NC(=S)NCCSc1ccccc1)c1cccnc1`?
POLK inh: 6%; ALOX12 inh: 8%; APE1 inh: -3%; ERG-DNA inh: -4%; BLM inh: 0%; TRHR agonist: -0.8; Pol iota inh: -27%; Pol beta inh: -8%; Apoferritin bind: 0%

What do the screens show for `COc1ccc(NS(=O)(=O)c2cccc(NC(=O)c3ccc(S(=O)(=O)N4CCCCCC4)cc3)c2)cc1`?
POLK inh: -9%; APE1 inh: -4%; ERG-DNA inh: -4%; BLM inh: -3%; TRHR agonist: 0.8; Pol iota inh: 11%; Pol beta inh: 22%; Apoferritin bind: -12%

What do the screens show for `COCCn1ccc2c(OCC(=O)Nc3cccc(C(F)(F)F)c3)cccc2c1=O`?
POLK inh: -9%[60.1 µM]; ALOX12 inh: inconclusive; ERG-DNA inh: -1%; BLM inh: -7%; TRHR agonist: -0.4; Pol iota inh: -12%; Pol beta inh: -13%; Apoferritin bind: -10%

How did C/C(=N\NC(=S)NC1CCCCC1)c1ccc(OC(F)F)cc1OC(F)F do in these assays?
POLK inh: -27%; ALOX12 inh: 28µM*; APE1 inh: 2%; ERG-DNA inh: 15%; BLM inh: -1%; TRHR agonist: -0.7; Pol iota inh: 90%[activator]; Pol beta inh: -3%; Apoferritin bind: 19%

What do the screens show for `CCOC(=O)c1ccc(NC(=S)N2CCN(CCNC3=CC(=O)CC(C)(C)C3)CC2)cc1`?
POLK inh: -16%; ALOX12 inh: -2%; APE1 inh: -5%; ERG-DNA inh: -2%; BLM inh: 0%; TRHR agonist: -0.5; Pol iota inh: 24%; Pol beta inh: 22%; Apoferritin bind: -12%

How did CCOC(=O)c1cccc(NC(=O)c2ccc3c(c2)nnn3CC)c1 do in these assays?
POLK inh: -6%; ALOX12 inh: -25%; ERG-DNA inh: 0%; BLM inh: -3%; TRHR agonist: 0.6; Pol iota inh: 9%; Pol beta inh: -18%; Apoferritin bind: -10%

Results for COc1ccc(NC(=O)c2ccc(-n3cccn3)nc2)c(OC)c1 ?
POLK inh: 0%; ALOX12 inh: 0%; APE1 inh: 1%; ERG-DNA inh: 6%; BLM inh: 2%; TRHR agonist: -1.0; Pol iota inh: 11%; Pol beta inh: 31%; Apoferritin bind: -10%

How did Cc1ccc(-c2nc3ccccc3c(=O)n2CCCn2ccnc2)cc1 do in these assays?
POLK inh: -10%; ALOX12 inh: 0%; APE1 inh: 8%; ERG-DNA inh: -2%; BLM inh: -3%; TRHR agonist: -0.1; Pol iota inh: -4%; Pol beta inh: 0%; Apoferritin bind: -7%

How did CCOc1ccc(-c2ccc(/C=C3/C(=N)N4C=CSC4=NC3=O)o2)c([N+](=O)[O-])c1 do in these assays?
POLK inh: -8%; ALOX12 inh: -9%; APE1 inh: -2%; ERG-DNA inh: 17%; BLM inh: inconclusive; TRHR agonist: 0.0; Pol iota inh: -1%; Pol beta inh: 0%; Apoferritin bind: -8%

Compound activity (PubChem)

Some of the compounds tested. The share of hits here may be higher or lower than overall.
